Assay outcomes from PubChem BioAssay.
ERAP1 HTS inh: human ERAP1 aminopeptidase inhibitors, primary screen, biochemical, single point, plate reader. recombinant ERAP1, Leu-AMC fluorescence, 60 min. inhibition, % at 10.7 µM. actives 0.15% (n = 340,000). AID 652197, 2013;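 active = mean replicate inhibition of at least 30%, or all replicates individually reaching that 30% level; inactive = mean below 30% and not every replicate reaching it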;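 also: 0% = neutral control wells and 100% = L-leucinethiol positive control wells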
Target sequence (Q9NZ08 whole entry, looked up): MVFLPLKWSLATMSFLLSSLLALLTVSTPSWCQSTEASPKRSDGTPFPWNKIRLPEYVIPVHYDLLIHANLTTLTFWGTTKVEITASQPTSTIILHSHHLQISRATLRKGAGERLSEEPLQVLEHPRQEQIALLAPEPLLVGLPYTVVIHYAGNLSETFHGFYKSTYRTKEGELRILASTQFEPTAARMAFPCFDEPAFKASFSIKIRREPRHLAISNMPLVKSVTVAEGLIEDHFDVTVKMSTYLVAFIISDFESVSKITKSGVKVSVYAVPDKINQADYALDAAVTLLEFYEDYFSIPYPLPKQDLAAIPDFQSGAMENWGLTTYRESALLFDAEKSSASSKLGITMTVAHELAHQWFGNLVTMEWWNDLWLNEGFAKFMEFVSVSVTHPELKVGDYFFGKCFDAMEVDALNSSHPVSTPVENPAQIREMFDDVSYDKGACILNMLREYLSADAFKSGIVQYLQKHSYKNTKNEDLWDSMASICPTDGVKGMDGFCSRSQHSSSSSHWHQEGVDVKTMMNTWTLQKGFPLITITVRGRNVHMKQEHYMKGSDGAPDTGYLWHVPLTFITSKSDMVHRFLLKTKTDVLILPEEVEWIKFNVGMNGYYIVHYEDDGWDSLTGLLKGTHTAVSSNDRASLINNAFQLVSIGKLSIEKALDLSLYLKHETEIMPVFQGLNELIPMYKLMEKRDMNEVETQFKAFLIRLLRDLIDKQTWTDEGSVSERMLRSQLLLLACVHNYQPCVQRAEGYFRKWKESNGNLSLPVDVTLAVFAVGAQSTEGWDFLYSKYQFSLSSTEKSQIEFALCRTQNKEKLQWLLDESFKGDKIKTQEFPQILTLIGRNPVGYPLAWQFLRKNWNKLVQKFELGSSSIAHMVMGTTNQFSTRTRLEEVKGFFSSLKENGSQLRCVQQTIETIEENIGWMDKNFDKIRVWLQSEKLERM
CFTR F508del cor: F508del CFTR correction, initial screen, CFBE line, single point; CFBE cells, YFP halide quenching; stimulated with forskolin plus potentiator P3; % fluorescence drop versus neutral controls; actives 0.36% (n = 350,000); activity (quench increase), % at 7.58 µM; AID 720511, 2013;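 active = mean added fluorescence quench of at least 8% versus neutral control, with both replicates also reaching 8%; inconclusive = only one of the mean or replicate conditions met; inactive = mean below 8% and not both replicates reaching 8%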;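 also: cells transiently co-express mutant CFTR-F508del with the halide-sensitive YFP; corrector assay measuring rescue of mutant channel to the surface after 24 h compound exposure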
Casp6 inh: human caspase-6 inhibitors, primary screen, biochemical, VEID-R110 fluorescence, single point, set 2. actives 0.53% (n = 350,000). purified caspase-6, Z-VEID-R110 cleavage fluorescence. inhibition, % at 12.5 µM. P55212;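 active = mean inhibition across replicates at least about 35%, with every replicate also reaching that limit, limit read from the data; inconclusive = only one of the two criteria met; inactive = neither criterion met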;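 also: 0% = median of neutral control wells and 100% = no fluorescence left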
ERp5 block: inhibitors of ERp5-driven insulin aggregation, primary screen, biochemical, turbidity, absorbance 650 nm, single point; 90 min; actives 0.05% (n = 350,000); inhibition, % at 9.99 µM; AID 651711, 2012;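 active = mean replicate inhibition above about 25%, with every replicate also reaching it, limit read from the data, passing the limit was not always enough; inconclusive = only one of those two criteria met; inactive = neither criterion met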
SIRT5 block: SIRT5 desuccinylase inhibitors, primary screen, biochemical, fluorescence imaging, single point, set 5. NAD-dependent protein deacylase sirtuin-5, mitochondrial (Homo sapiens), Q9NXA8. Purified SirT5, succinyl-peptide AMC, trypsin-coupled fluorescence. inhibition, % at 15 µM. actives 1.1% (n = 330,000); in the data active = inhibition above about 15%; inconclusive = no clear call, values can overlap the other calls
DENV2 CPE: inhibitors of DENV2 cytopathic effect, primary screen, cell-based, plate reader, single concentration; actives 1.7% (n = 350,000); AID 651640, 2012; CPE inhibition, % at 9.99 µM; DENV2-infected cells, cytopathic effect rescue; in the data active = CPE inhibition above about 20%, passing the limit was not always enough; inconclusive = no clear call, values can overlap the other calls; tested in BHK-21 cells;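 also: 0% = median of neutral control wells and 100% = median of positive control wells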
miR122 inh: miR-122 Renilla sensor signal increase in Huh7, primary screen, miR-122 inhibitor project, cell-based, single point, plate reader. Huh7 miR-122 Renilla luciferase sensor, 48 h; neutral wells = 0, positive control = 100. activation (reporter increase), % at 12.5 µM. actives 0.3% (n = 340,000);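 active = mean replicate activation score at least 90 and every replicate individually at or above 90; inconclusive = only one of the two criteria met; inactive = neither criterion met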;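 also: higher luciferase means less miR-122 activity so hits act as miR-122 inhibitors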
* hit, by the source's call; ? = inconclusive; · = no result given; [ ] = remark or other dose.

cpd	ERAP1 HTS inh	CFTR F508del cor	Casp6 inh	ERp5 block	SIRT5 block	DENV2 CPE	miR122 inh	molecule
1	-2	0.7	1	0	-1	0	·	COc1ccc(CCNC(=O)c2ccc(Br)o2)cc1Br
2	-6	1.1	0	-5	·	-10	0	Cc1csc(=O)n1CC(=O)OCC(=O)Nc1ccc(F)c(F)c1F
3	5	4.5	7	2	-1	-1	-6	Cc1[nH]n(-c2ccccc2)c(=O)c1/C=N/NC(=O)C(C)C
4	14	·	0	1	-1	6	·	Cc1ccc(S(=O)(=O)N(CC(=O)N/N=C\c2cccs2)c2cccc3cccnc23)cc1
5	1	4.4	-2	-1	-1	12	-5	COc1ccccc1NC(=O)CSc1nnc(CC(=O)Nc2ccccc2F)n1C
6	2	4.1	2	-4	-2	3	15[16.7 µM]	CC(=O)N1CCCCN2[C@H](CO)[C@H](c3ccc(-c4ccncc4)cc3)[C@H]2C1
7	2	0.0	-3	2	-5	12	13	CC(C)(C)OC(=O)N1CCC(C(=O)Nc2ccc3c(c2)CCC3)CC1
8	4	1.0	-2	-2	1	-3	·	COc1ccc(NC(=O)CSc2nc(C)cc(C)n2)c([N+](=O)[O-])c1
9	8	1.1	1	1	-5	2	·	Cc1ccc(NS(=O)(=O)c2ccc(OCC(N)=O)cc2)cc1
10	1	0.4	-3	4	-1	0	-1	CCOc1ccc(-c2c(C(=O)N/N=C/c3ccco3)nnn2-c2nonc2N)cc1
11	3	-2.2	5	0	1	6	·	COc1ccc(NC(=O)COc2ccc(C)cc2)c([N+](=O)[O-])c1
12	0	0.9	1	-3	0	3	8	Cc1cc(-c2csc(Nc3ccccn3)n2)ccc1F
13	13	-2.3	3	-1	0	-5	·	Cc1cc(C)nc(SCC(=O)N/N=C/C=C/c2ccccc2)n1
14	1	·	1	7	1	7	·	CCOC(=O)c1cc(-c2ccc(N3CCOCC3)cc2)nn1-c1ccccc1
15	0	0.1	3	0	0	-4	8[16.7 µM]	COCCNC(=O)C[C@H]1C[C@H]2c3cc(NC(=O)C4CCC4)ccc3O[C@H]2[C@H](CO)O1
16	1	-2.9	7	-2	-1	-3	0[16.7 µM]	Cc1ccc(S(=O)(=O)N(C)C[C@H]2Oc3c(NC(=O)c4ccncc4)cccc3C(=O)N([C@H](C)CO)C[C@@H]2C)cc1
17	1	-2.2	1	-4	1	-6	·	CN1C(=O)[C@@H]2[C@@H](CC(COc3ccccc3)=C3[C@@H](c4ccccc4)OB(O)C[C@@H]32)C1=O
18	1	-2.0	-1	1	-4	·	·	CN1C(=O)C(O)(c2nnc(-c3ccccc3)o2)c2ccccc21 (configuration not stated)
19	1	0.7	-1	3	-4	2	6[16.7 µM]	C[C@H](CO)N1C[C@H](C)[C@@H](CN(C)CC2CC2)OCCCC[C@H](C)Oc2ccc(NC(=O)Nc3ccccc3)cc2C1=O
20	-2	-1.0	3	-4	2	-7	-1	CCOC(=O)CSC1=C(C#N)C(c2ccc(Cl)cc2)CC(=O)N1 (configuration not stated)
21	1	1.1	1	·	-2	-7	·	Cc1noc(C)c1COc1ccccc1C(=O)N1CCN(S(=O)(=O)c2ccc(F)c(F)c2)CC1
22	0	-0.2	-1	7	-4	3	5	COc1ccc(C(=O)N2CCC(C(=O)N3CCN(Cc4ccccc4)CC3)CC2)cc1
23	2	-4.2	-3	-4	0	-2	·	Cc1ccc(S(=O)(=O)N(C)C)cc1NC(=S)Nc1ccc2[nH]c(=O)[nH]c2c1
24	0	-0.6	13	7	-9	3	·	O=S(=O)(N[C@H]1CC[C@H](CCn2cc(Cc3ccccc3)nn2)O[C@H]1CO)c1ccccc1F
25	0	2.0	-2	1	1	-6	16	Cc1cnc(C)c(Nc2nc(C(N)c3ccccc3)cs2)n1 (configuration not stated)
26	2	1.7	2	-1	4	?	-3	CC(=O)c1ccc(NC(=O)CN2C(=O)NC3(CCCc4ccccc43)C2=O)cc1 (configuration not stated)
27	1	0.4	0	0	0	4	4	Cn1c(=O)c(C(=O)Nc2ccccc2S(N)(=O)=O)c(O)c2ccccc21
28	·	-0.3	-2	2	-5	4	-3	FC(F)(F)c1ccncc1-c1nnc(C2CCCCC2)o1
29	·	2.0	·	·	·	21*	1[16.7 µM]	C[C@@H]1CCCCO[C@@H](CN(C)C(=O)Nc2cccc3ccccc23)[C@H](C)CN([C@@H](C)CO)C(=O)c2cc(NS(=O)(=O)c3cn(C)cn3)ccc2O1
30	-3	22*	2	2	-1	3	·	O=C(Cc1ccccn1)NCC[C@H]1CC[C@H](NC(=O)Nc2ccc(C(F)(F)F)cc2)[C@H](CO)O1
31	-5	-0.9	0	-3	12	-3	1[16.7 µM]	CO[C@@H]1CN(C)C(=O)c2cc(NC(=O)C3CCOCC3)ccc2OC[C@@H](C)NC[C@H]1C
32	2	-0.3	-2	4	2	-1	-5[16.7 µM]	C[C@@H]1CN([C@@H](C)CO)C(=O)c2cc(NC(=O)Nc3ccc(C(F)(F)F)cc3)ccc2O[C@@H](C)CCCCO[C@@H]1CN(C)Cc1ccc(C(=O)O)cc1
33	4	1.8	1	-3	-1	17	·	CC(=O)c1cc2c(cc1NS(=O)(=O)c1ccc(F)cc1)OCO2
34	-1	0.1	-1	-2	-3	-2	-1[16.7 µM]	CCC(=O)N(C)C[C@H]1Oc2ncc(-c3cccc(OC)c3)cc2C(=O)N([C@H](C)CO)C[C@@H]1C
35	-1	-2.2	16	-4	0	2	·	CCNC(=O)c1cc2c(c(-c3cccc(Br)c3)n1)[C@H](CCO)NC2
36	-1	2.3	3	-1	1	2	3	COc1ccc(CN2CCN(C(=O)c3cc(-c4cccnc4)nc4ccc(Cl)cc34)CC2)c(OC)c1OC
37	6	4.5	-5	14	·	-6	1	CC(=O)c1c(C)[nH]c(C(=O)COC(=O)c2cccs2)c1C
38	-2	0.7	1	4	-2	-4	-8	Cc1ccccc1Oc1ccc2c(c1)[C@@H]1C[C@H](N(C)C(=O)c3ccc(C#N)cc3)[C@H]([C@H](C)O)C(=O)N1CC2
39	1	0.9	-4	1	-1	-1	·	Cc1cccc(C)c1NC(=S)NCc1ccncc1
40	-1	-2.9	0	-1	-4	-1	0	Cc1cn(CC(=O)NCCc2ccccn2)c(=O)[nH]c1=O
41	-3	0.0	0	-2	-1	-5	0	COCc1cc(C)nc(SCC(=O)NC2CCCCC2C)c1C#N (configuration not stated)
42	-2	0.7	28	-4	2	31*	·	O=C(O)CNC(=O)c1ccc(NS(=O)(=O)c2ccc3ccccc3c2)cc1
43	0	-1.5	4	15	4	4	5	C/C(=N\NC(=O)c1nnn(-c2nonc2N)c1-c1cccs1)c1cccc(O)c1
44	-2	-8.7	2	-3	1	·	0	Cc1ccc(S(=O)(=O)CCSC(=N)N)cc1
45	0	-3.5	-1	1	2	13	·	CCN(CC)S(=O)(=O)c1ccc(NC2c3ccccc3C(=O)N2CCN2CCOCC2)cc1 (configuration not stated)
46	-3	-0.8	-1	2	2	8	2	COc1cc(CN2CCN(Cc3c[nH]c4ccccc34)CC2CCO)cc(OC)c1 (configuration not stated)
47	-1	-1.6	0	7	-2	?	-3	O=C1C=C(c2cc(Cl)cc(Cl)c2)C[C@@H](c2ccc(F)cc2)C1
48	0	-0.5	5	0	-5	4	·	CCc1noc(C)c1C(=O)N(C)CC(=O)Nc1ccccc1C(F)(F)F
49	-2	5.3	0	-3	·	4	-6	CCc1ccc(CN(C(=O)c2cccs2)C2CCS(=O)(=O)C2)cc1 (configuration not stated)
50	-5	9.4*	-1	-2	1	-4	4	COc1cc(C(=O)N2CCC(C(N)=O)CC2)ccc1OCc1c(C)noc1C
51	-7	-0.6	-3	5	-1	6	2[16.7 µM]	CC(C)NC(=O)Nc1ccc2c(c1)C(=O)N([C@@H](C)CO)C[C@@H](C)[C@H](CN(C)C(=O)c1ccncc1)OCCCC[C@@H](C)O2
52	-2	-1.8	3	3	2	-1	0	Cc1cccc(C)c1NC(=O)C1CCN(S(C)(=O)=O)CC1
53	4	-1.4	0	0	-2	2	-2	CCn1nc(C)c(CNC(=O)c2cc(COc3ccc(C)nc3)on2)c1C
54	-4	2.4	-1	8	-1	-8	·	CCN(CC)CCn1c2c(c(SCC(=O)Nc3cc(C)cc(C)c3)nc1=O)CCC2
55	-5	-0.1	-4	4	4	1	-8	O=c1c2cc([N+](=O)[O-])ccc2nc2n1CCCC2
56	-3	-0.2	1	-3	-3	9	·	CCN(C[C@H]1N[C@@](CC)(C(=O)OC)[C@H]2C(=O)N(C)C(=O)[C@@H]12)C(=O)Nc1ccc(Cl)cc1
57	-1	0.3	0	0	·	19	-3	CC(=O)N1CC=CC1(CC(C)C)C(=O)NCCN1CCOCC1 (configuration not stated)
58	-3	2.1	-2	4	-27	-8	4	COc1cc(Cn2c3ccc(NC(=O)CCc4ccc(O)cc4)cc3c(=O)n2C)ccc1F
59	0	-2.5	1	3	8	-12	·	CC(C)CC#Cc1ccc([C@@H]2[C@@H](CO)N3C(=O)CN(C(=O)Nc4cc(F)ccc4F)C[C@H]23)cc1
60	-3	-1.3	5	3	0	-3	3	O=C(Nc1ccc(N2CCOCC2)c(Cl)c1)c1ccc(Cl)cc1

Record cards, from the list above. Screens in order: ERAP1 HTS inh, CFTR F508del cor, Casp6 inh, ERp5 block, SIRT5 block, DENV2 CPE, miR122 inh
CO[C@@H]1CN(C)C(=O)c2cc(NC(=O)C3CCOCC3)ccc2OC[C@@H](C)NC[C@H]1C reads -5, -0.9, 0, -3, 12, -3, 1[16.7 µM]
C[C@@H]1CN([C@@H](C)CO)C(=O)c2cc(NC(=O)Nc3ccc(C(F)(F)F)cc3)ccc2O[C@@H](C)CCCCO[C@@H]1CN(C)Cc1ccc(C(=O)O)cc1 reads 2, -0.3, -2, 4, 2, -1, -5[16.7 µM]
CCc1ccc(CN(C(=O)c2cccs2)C2CCS(=O)(=O)C2)cc1 (configuration not stated) reads -2, 5.3, 0, -3, ·, 4, -6
CCNC(=O)c1cc2c(c(-c3cccc(Br)c3)n1)[C@H](CCO)NC2 reads -1, -2.2, 16, -4, 0, 2, ·

Among those listed so far, these contain a thiophene ring, fused or not:
cpd	ERAP1 HTS inh	CFTR F508del cor	Casp6 inh	ERp5 block	SIRT5 block	DENV2 CPE	miR122 inh	molecule
4	14	·	0	1	-1	6	·	Cc1ccc(S(=O)(=O)N(CC(=O)N/N=C\c2cccs2)c2cccc3cccnc23)cc1
37	6	4.5	-5	14	·	-6	1	CC(=O)c1c(C)[nH]c(C(=O)COC(=O)c2cccs2)c1C
43	0	-1.5	4	15	4	4	5	C/C(=N\NC(=O)c1nnn(-c2nonc2N)c1-c1cccs1)c1cccc(O)c1
49	-2	5.3	0	-3	·	4	-6	CCc1ccc(CN(C(=O)c2cccs2)C2CCS(=O)(=O)C2)cc1 (configuration not stated)
